Screening data: PubChem, The Scripps Research Institute Molecular Screening Center
proKLK7 act: proKLK7 zymogen activators, primary screen, biochemical, fluorescence intensity. Kallikrein-7 (Homo sapiens), P49862. purified proKLK7, EDANS-DABCYL substrate fluorescence; 100% is mature enzyme control, 0% vehicle. activation, % at 7 µM. actives 0.9% (n = 370,000). AID 652039, 2013;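 active = activation above the mean of all tested compounds plus 3 SD, computed per campaign excluding outliers beyond control limits, cut at about 13% in these data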
PLCg1 inh: PLC-gamma1 enzyme inhibitors, primary screen, biochemical, fluorescence, purified enzyme; inhibition, % at 12.2 µM; actives 0.84% (n = 370,000); fluorogenic substrate; AID 720700, 2013; 1-phosphatidylinositol 4,5-bisphosphate phosphodiesterase gamma-1 (Homo sapiens), P19174; in the data active = inhibition above about 9.5%
Target sequence (P19174 whole entry, looked up): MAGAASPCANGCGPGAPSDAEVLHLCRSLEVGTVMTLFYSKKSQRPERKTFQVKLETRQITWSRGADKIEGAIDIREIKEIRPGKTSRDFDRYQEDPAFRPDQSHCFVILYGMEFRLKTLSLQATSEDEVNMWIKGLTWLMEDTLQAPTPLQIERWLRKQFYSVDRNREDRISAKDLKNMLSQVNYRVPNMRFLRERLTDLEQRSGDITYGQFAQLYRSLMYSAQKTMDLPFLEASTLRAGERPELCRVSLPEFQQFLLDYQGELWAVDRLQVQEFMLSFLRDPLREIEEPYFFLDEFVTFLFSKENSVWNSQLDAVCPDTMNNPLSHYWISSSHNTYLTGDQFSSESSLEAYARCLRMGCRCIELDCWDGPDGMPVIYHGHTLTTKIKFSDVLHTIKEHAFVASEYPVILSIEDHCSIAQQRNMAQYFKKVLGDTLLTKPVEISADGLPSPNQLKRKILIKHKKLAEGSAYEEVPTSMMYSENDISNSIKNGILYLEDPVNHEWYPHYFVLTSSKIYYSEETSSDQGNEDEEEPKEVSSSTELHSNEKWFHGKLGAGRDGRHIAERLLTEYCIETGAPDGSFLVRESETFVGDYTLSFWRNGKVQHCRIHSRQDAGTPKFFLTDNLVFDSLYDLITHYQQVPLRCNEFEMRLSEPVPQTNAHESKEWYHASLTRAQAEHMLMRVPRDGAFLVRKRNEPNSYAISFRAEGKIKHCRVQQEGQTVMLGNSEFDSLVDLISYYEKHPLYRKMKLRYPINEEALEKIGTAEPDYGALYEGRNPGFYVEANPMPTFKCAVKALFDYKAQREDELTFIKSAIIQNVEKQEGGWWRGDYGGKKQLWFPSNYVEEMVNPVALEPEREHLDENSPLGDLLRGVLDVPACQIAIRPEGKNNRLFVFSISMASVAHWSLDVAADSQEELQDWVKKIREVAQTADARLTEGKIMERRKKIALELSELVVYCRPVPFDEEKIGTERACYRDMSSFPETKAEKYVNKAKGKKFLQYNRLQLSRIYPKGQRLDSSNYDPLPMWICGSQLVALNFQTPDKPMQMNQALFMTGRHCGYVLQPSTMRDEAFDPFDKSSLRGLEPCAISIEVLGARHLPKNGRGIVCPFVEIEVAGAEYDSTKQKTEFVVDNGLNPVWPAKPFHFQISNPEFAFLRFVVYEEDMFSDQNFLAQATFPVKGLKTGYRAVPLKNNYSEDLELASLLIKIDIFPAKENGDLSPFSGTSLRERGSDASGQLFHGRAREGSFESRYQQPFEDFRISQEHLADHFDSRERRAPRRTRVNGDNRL
Tn7 DDE FP: inhibitors of Tn7 peptide binding to fibrin DD(E), primary screen, biochemical, fluorescence polarization, human fibrin, Tn7 probe; actives 0.13% (n = 370,000); inhibition, % at 8.3 µM; FP displacement of FITC-Tn7 peptide from fibrin DD(E); 0% = median of compound wells per plate; Fibrinogen beta chain (Homo sapiens), P02675;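 active = inhibition above the mean of compounds falling within the control limits plus 3 SD of them, cut at about 14% in these data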;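 also: 0% = plate median of compound wells and 100% = 10 µM Aha-Tn7 peptide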
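Assay system: Human fibrin DD(E) protein | Medium: Tris buffer with calcium and detergent, pH 7.8 | Reagent: 0.1 µM fluorescent Tn7 | Compound dosing: Single point at 8.3 µM | Times: 10 min preincubation, 3 h with tracer, room temperature | Detection: Fluorescence polarization of the labelled Tn7 tracer | Controls: Aha-Tn7 high control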
LEDGF integ inh: blockers of LEDGF/p75-dependent integrase strand transfer – biochemical, TR-FRET, high throughput, primary screen; HIV-1 integrase (with human LEDGF/p75); TR-FRET IN-LEDGF/p75 DNA integration, Eu/Cy5; inhibition, % at 3.7 µM; actives 0.64% (n = 370,000);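 active = inhibition above the screen-wide mean plus 3 SD, cut at about 13% in these data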;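 also: signal is the Cy5 over europium emission ratio at 671 and 618 nm; 0% = plate median of compound wells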
DDE Tn6 FP inh: inhibitors of Tn6 peptide binding to fibrin DD(E), primary screen, biochemical, fluorescence polarization, human fibrin, Tn6 probe | inhibition, % at 8.3 µM | actives 0.21% (n = 370,000) | Fibrin DD(E) TRITC-Tn6 fluorescence polarization displacement;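 active = inhibition above a per-campaign cutoff: mean of compounds within control limits plus 3 SD, cut at about 15% in these data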;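 also: 0% = median of all compound wells on the plate and 100% = blocking peptide control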
TDP2 inh: human TDP2 enzyme inhibitors, primary screen, biochemical, epi absorbance, recombinant enzyme; Tyrosyl-DNA phosphodiesterase 2 (Homo sapiens), O95551; T5PNP hydrolysis, p-nitrophenol absorbance 415 nm; inhibition, % at 12.8 µM; actives 0.34% (n = 370,000); AID 720702, 2013;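 active = inhibition above the mean of all tested compounds plus 3 SD, set per campaign, cut at about 25% in these data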;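 also: 0% = DMSO with enzyme and 100% = buffer with substrate but no TDP2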
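Test system: human TDP2 enzyme; Input: 120 nM TDP2 per well; Buffer or medium: Mg2+-containing Tris-HCl buffer, pH 7.5; Reagent: 5 mM T5PNP; Dosing: 12.8 µM single point, 1% DMSO; Incubation: reaction 2 h, 37 °C; Detection: p-Nitrophenol epi absorbance; Read-out: % inhibition relative to enzyme-containing and enzyme-free wells; Replicates: single well per compound.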
ARFGAP1 inhibitor: inhibitors of rat ARFGAP1 GAP activity, primary screen, biochemical, fluorescence polarization, GDP tracer. ADP-ribosylation factor GTPase-activating protein 1 (Rattus norvegicus), Q62848. Arfgap1-stimulated ARF1 GTP hydrolysis, GDP FP detection. inhibition, % at 16.5 µM. actives 0.26% (n = 360,000). AID 651572, 2012;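 active = inhibition above a per-plate limit, mean inhibition of low control wells plus 3 SD, cut at about 25% in these data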;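 also: 0% = DMSO wells with enzyme and 100% = wells lacking Arfgap1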
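Replicates: Single well per compound | Assay system: Truncated rat Arfgap1 GAP domain | Control set: No-Arfgap1 wells (100%) versus DMSO full-reaction wells (0%) | Times: Enzyme reaction 120 min at 25 °C after 20 min preincubation | Reagent: Human ARF1(Δ1-17)-GTP substrate | Measured by: Tracer-displacement fluorescence polarization with EDTA stop, 620/688 nm | Measure: Percent inhibition of Arfgap1-stimulated GTP hydrolysis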
ADAM17 inh: ADAM17 inhibitors, primary screen, biochemical, QFRET; inhibition, % at 6.95 µM; actives 0.83% (n = 370,000); AID 720648, 2013; recombinant ADAM17, EDANS/DABCYL FRET peptide cleavage; Disintegrin and metalloproteinase domain-containing protein 17 (Homo sapiens), P78536;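 active = inhibition above the mean of compounds lying between control limits plus 3 SD, set per campaign, cut at about 8.5% in these data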;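 also: 0% = DMSO-only wells as the low control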
ASAP1 GAP inh: inhibitors of human ASAP1 ArfGAP activity, primary screen, biochemical, fluorescence polarization; Arf-GAP with SH3 domain, ANK repeat and PH domain-containing protein 1 (Homo sapiens), …; ASAP1-stimulated ARF1 GTP hydrolysis, GDP FP detection; inhibition, % at 16.5 µM; actives 0.19% (n = 360,000); AID 624377, 2012; in the data active = inhibition above about 25%;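 also: 0% = vehicle with enzyme and substrate and 100% = no enzyme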
ADAM10 inh: human ADAM10 inhibitors, primary screen, biochemical, QFRET, HTS. recombinant ADAM10, EDANS/DABCYL FRET peptide cleavage, 3 h. inhibition, % at 7 µM. actives 0.62% (n = 370,000). AID 720582, 2013;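 active = inhibition above a per-campaign cutoff equal to the mean of compounds falling between control-based bounds plus 3 SD, cut at about 20% in these data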;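 also: 0% = DMSO wells while the 100% control is not disclosed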
* = called active by the depositor; / = no result given.

SMILES	proKLK7 act	PLCg1 inh	Tn7 DDE FP	LEDGF integ inh	DDE Tn6 FP inh	TDP2 inh	ARFGAP1 inhibitor	ADAM17 inh	ASAP1 GAP inh	ADAM10 inh
Cc1cccc(NS(=O)(=O)c2cccc3cccnc23)n1	0.4	3	-5	1	-5	2	-8	-3	-2	5
Cc1cccc(NC(=S)NCC2CCCO2)c1 (configuration not stated)	-0.2	3	4	-1	0	8	4	-6	14	-4
Cc1ccc(-c2cc(Cc3cccs3)c(=O)[nH]n2)cc1	0.1	-2	1	-1	5	4	-2	1	1	-2
COC(=O)c1ccccc1Oc1nc(Cl)cc(OC)n1	-0.2	4	8	1	-3	3	6	-4	2	5
O=c1ccnc(SCn2nnc3ccccc3c2=O)[nH]1	-0.4	2	-4	2	-5	-3	6	-2	13	-4
Cc1n[nH]c(C)c1CN(C)C(=O)C1CCC(=O)N(CCc2cccc(F)c2)C1 (configuration not stated)	0.1	2	3	1	9	-12	-3	0	-2	-4
CNC(C)C(=O)NC(C(=O)NC(C)C(=O)NNc1ccccc1)C(C)C (configuration not stated)	0.4	1	-2	-3	-6	3	-10	-4	-9	-6
CCC1(C)COC2(OC1)C(=O)Nc1ccccc12 (configuration not stated)	1.1	2	-1	2	-7	11	6	0	-6	10
C(=N\NCc1ccccc1)/c1ccc2nccnc2c1	-0.2	3	-9	5	-2	-9	3	2	7	4
Cc1nnc(SCC(=O)c2cc(C)n(C3CC3)c2C)s1	-0.2	0	2	-2	10	1	0	-1	6	-1
O=C(NNc1ccccc1)c1ccccc1	0.1	1	1	4	0	3	-16	-1	6	1
O=C(Cn1nnc(-c2ccc(OCc3ccccc3F)cc2)n1)N1CCOCC1	-0.1	0	-2	1	0	2	18	1	5	6
CC(C)(C)NC(=O)CN(Cc1cccs1)C(=O)CCN1CCc2ccccc21	-0.5	0	5	2	15	3	-13	1	4	2
CCC(C)N(C(=O)COC(=O)CSc1ccc(C)c(C)c1)C1CCS(=O)(=O)C1 (configuration not stated)	0.8	-3	2	5	-2	2	2	0	-10	-2
CCOC(=O)c1csc(NC(=O)c2cccs2)n1	0.1	0	-5	-2	1	2	0	-3	17	2
Cc1c(NC(=O)CN2C(=O)NC(C)(c3ccccc3)C2=O)c(=O)n(-c2ccccc2)n1C (configuration not stated)	0.2	1	6	-4	4	-3	-7	-1	-4	6
CC(=O)c1ccc(NC(=O)CN2C(=O)COc3ccc(Cl)cc32)cc1	-0.7	6	3	-4	-4	-6	9	-3	12	-6
Cc1occc1C(=O)Nc1ccc(S(=O)(=O)N2CCCC2)cc1	0.9	3	1	0	-3	-2	-15	-2	-4	2
CCc1ccc(/C=C2\Oc3cc(OC(=O)N4CCOCC4)ccc3C2=O)cc1	-0.5	-10	-2	3	-7	0	-12	-6	-7	-14
COc1cccc(C2NC(=S)NC(C)=C2C(=O)c2ccccc2)c1OC (configuration not stated)	0.8	4	-5	3	2	-11	8	0	5	-3
COC(=O)COC(=O)c1ccc(Oc2nc(OC)nc(N(C)C)n2)cc1	0.3	6	-9	0	21*	-2	0	1	-5	6
Oc1ccccc1/C=N/Nc1nc2ccccc2o1	-8.1	-36	-5	-7	-1	-14	-6	-9	3	-26
CC1CN(CC(=O)Nc2cc(S(=O)(=O)N3CCCC3)ccc2Cl)CC(C)O1 (configuration not stated)	0.1	0	1	1	0	-1	-5	-4	18	-2
CCN(CC)C(=O)[C@H]1CC(CC(=O)NCCC2=CCCCC2)C(=O)N2CCc3c([nH]c4ccc(OC)cc34)[C@]12C (some centres not stated)	-1.0	0	2	-1	4	-3	7	-4	0	-9
Cc1ccc(S(=O)(=O)Nc2cccc(C(=O)NCCCn3ccnc3)c2)cc1F	0.3	5	8	5	3	-3	-2	-3	1	1
Further records:
SMILES	proKLK7 act	PLCg1 inh	Tn7 DDE FP	LEDGF integ inh	DDE Tn6 FP inh	TDP2 inh	ARFGAP1 inhibitor	ADAM17 inh	ASAP1 GAP inh	ADAM10 inh
COc1cccc(CN2CCNC(=O)C2CC(=O)N(C)C2CCCCC2)c1OC (configuration not stated)	1.4	-3	0	-2	-7	14	-12	-5	6	-14
O=C(Cn1nnc(-c2ccccc2Cl)n1)NCc1ccc2c(c1)OCO2	-0.5	-2	4	-3	-9	-9	11	-1	3	-2
Cc1ccc(C)c(N2CCN(C(=O)c3ccc4nc(N5CCOCC5)sc4c3)CC2)c1	0.2	-2	4	-1	7	-5	9	1	6	5
Cc1cn([C@H]2C[C@H](O)[C@@H](/C=C/C(=O)NCc3ccc4c(c3)OCO4)O2)c(=O)[nH]c1=O	-0.4	-1	7	-4	3	6	2	-4	8	-10
COc1ccc(C2(C(=O)Nc3cc(C)on3)CCOCC2)cc1	0.0	6	2	5	-8	-9	1	-1	3	5
Cc1ccc(NC(=O)c2oc3ccccc3c2NC(=O)C2CC2)cc1	-0.1	-3	2	1	5	2	-1	-3	-5	-4
CCN(CCCNC(=O)c1[nH]c(C)c(C(C)=O)c1C)c1ccccc1	0.0	1	-5	-7	-4	-7	-6	-5	0	-4
CC12CCC(=O)C=C1C(F)CC1C2C(O)CC2(C)C1CCC2(O)C(=O)CO (configuration not stated)	-0.4	5	-2	-1	4	2	-8	-4	-12	-3
COc1ccc(OC)c(NS(=O)(=O)c2ccc3[nH]c(=O)[nH]c3c2)c1	-0.7	3	3	5	0	-6	0	2	5	7
CCN(CC(=O)NC1CCS(=O)(=O)C1)C(C)C(=O)Nc1ccc(F)cc1 (configuration not stated)	0.0	3	-3	4	2	6	14	-1	1	-2
CN(C(=O)c1cccc(NC(=O)C2CCN(C(=O)OC(C)(C)C)CC2)c1)C1CCC1	-0.4	-1	-1	2	4	-6	-8	-1	1	-6
CN(C)C(=S)NC(=NCc1ccc([N+](=O)[O-])cc1)c1ccccc1	-0.2	6	-4	-6	-14	-6	13	2	-12	-5
CC1=CCC2C(=O)N(c3cccc(C(=O)NCc4ccccc4)c3)C(=O)C2C1 (configuration not stated)	-0.5	0	4	-3	3	4	0	1	3	-1
Cc1ccc(N2CCN(S(=O)(=O)c3ccc(F)cc3)CC2)c(C)c1	0.0	4	-1	6	4	5	14	2	4	2
CCc1cccc(Nc2c3c(nc4ncnn24)CCC3)c1	0.5	-14	-2	2	3	5	-1	-1	-6	0
Cc1cc(OCCCC(=O)NCCc2nnc3ccccn23)ccc1Cl	0.3	0	3	-1	-1	7	-11	-3	9	-6
CC(=O)c1coc2ccc(OCC(=O)O)cc12	0.3	-2	5	2	-1	4	-11	-1	7	-7
CC(C)(C)C(=O)Nc1cc2c3c(c1)CC(=O)N3CCC2	0.2	4	0	1	-2	1	-13	3	-11	-1
O=C(CN1CCCCC1)Nc1ccc(S(=O)(=O)c2ccc(NC(=O)CN3CCCCC3)cc2)cc1	-0.1	5	-13	2	0	-9	13	3	8	11
NC(=O)N1N=C2/C(=C/c3ccccc3)CCCC2C1c1ccccc1 (configuration not stated)	-0.2	-69	-1	2	1	-11	-2	-4	-5	-13
COc1cc([N+](=O)[O-])ccc1NC(=O)CCCOc1ccccc1	0.3	-2	1	-2	-3	6	5	-1	4	7
CC(C)c1[nH]nc2c1C(c1cccc(OC(=O)N3CCOCC3)c1)C(C#N)=C(N)O2 (configuration not stated)	0.8	-4	-4	-2	8	-4	2	3	-1	4
COc1cccc(-c2cc(C(=O)NC3CCCC3)c3ccccc3n2)c1	0.0	-13	4	-3	0	6	6	-6	3	2
C=CCn1c(SCC(=O)N2CCN(c3ccc(F)cc3)CC2)nnc1-c1ccco1	0.3	1	-2	-1	7	3	10	0	8	-12
O=C(CSc1ncn[nH]1)Nc1ccnc2ccccc12	0.2	0	6	-2	3	13	-1	1	9	-8
(continued)
SMILES	proKLK7 act	PLCg1 inh	Tn7 DDE FP	LEDGF integ inh	DDE Tn6 FP inh	TDP2 inh	ARFGAP1 inhibitor	ADAM17 inh	ASAP1 GAP inh	ADAM10 inh
C=CCSc1nc2c(c(=O)[nH]c(=O)n2C)n1Cc1ccccc1	0.4	0	1	3	4	0	2	2	-1	7
O=C(N[C@@H]1CC[C@H]2SC[C@H](C(=O)O)N2C1=O)OCC1c2ccccc2-c2ccccc21	-0.5	1	-2	-2	-1	-5	/	-12	/	-21
COc1ccc(NC(=O)Nc2ccc3c(c2)C(=O)N([C@H](C)CO)C[C@H](C)[C@@H](CN(C)S(=O)(=O)c2cccs2)O3)cc1	0.5	11*	-7	-3	-8	-18	0	16*	6	21*
COc1cc(C)nc(N2CCC(C(=O)NCC3CCCO3)CC2)n1 (configuration not stated)	0.3	2	-8	-1	1	-9	-7	-1	6	-10
Cc1ccc(CNC(=O)Cc2ccc(NC3=NC4CS(=O)(=O)CC4S3)cc2)cc1 (configuration not stated)	-0.2	3	2	-3	3	-5	5	-1	-6	-3
CCn1cc(CN2CCCC(C(=O)c3ccc(-c4ccccc4)cc3)C2)cn1 (configuration not stated)	0.1	-1	0	-1	-6	13	-9	-2	5	-2
COc1ccc(S(=O)(=O)N(CCc2ccccc2)CC(=O)O)cc1Cl	0.5	0	-4	-3	14	-8	2	2	-8	-8
O=C(CCSc1ccccc1)NCC1CCCO1 (configuration not stated)	0.3	-4	0	1	0	0	-4	-3	7	-2
CC1(C)Cc2nc(-c3ccccc3)n3cnnc3c2CO1	-1.2	0	-1	-7	9	-3	-1	-3	-6	0
